D2 agonist: activates the human D2 dopamine receptor; P14416; 0.53% of 340,000 active; AID 485358; activation, % at 2 µM; HEK293 T-REx D2 cells, calcium flux agonist mode;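 active = activation over 3 SD above normal in the single-dose calcium agonist read, cut at about 30% in these data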; also: 0% is about no effect
Target sequence (P14416 whole entry, looked up): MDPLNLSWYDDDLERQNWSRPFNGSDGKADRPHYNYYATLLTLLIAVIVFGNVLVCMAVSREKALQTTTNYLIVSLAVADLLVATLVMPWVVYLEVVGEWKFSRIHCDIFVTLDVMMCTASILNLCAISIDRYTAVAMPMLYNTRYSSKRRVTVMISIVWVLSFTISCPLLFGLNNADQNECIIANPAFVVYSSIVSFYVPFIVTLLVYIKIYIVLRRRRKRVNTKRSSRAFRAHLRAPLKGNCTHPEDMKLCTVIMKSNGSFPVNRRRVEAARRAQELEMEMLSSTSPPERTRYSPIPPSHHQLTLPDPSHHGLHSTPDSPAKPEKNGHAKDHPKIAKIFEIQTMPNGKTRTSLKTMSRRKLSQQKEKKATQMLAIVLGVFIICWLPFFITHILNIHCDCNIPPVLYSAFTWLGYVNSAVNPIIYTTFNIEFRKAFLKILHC
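Agonism is scored from calcium flux in a force-coupled, inducible HEK293 cell line expressing D2, read kinetically for 180 s after compound addition against dopamine controls.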
Vif-APOBEC3G blk: inhibitors of Vif-APOBEC3G interaction. Q9HC16. HeLa A3G-eYFP + Vif (tagged APOBEC3G with the HIV-1 protein that degrades it), YFP fluorescence, overnight. Potency, µM (doses to about 46.1 µM), for the others: top-dose activity, negative = active, actives largely listed as inhibitors. 0.076% of 410,000 active;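 also: potency is read from the fitted curve at half-maximal effect; % is scaled to controls: 0 for no effect and ±100 for the full control effect; nearly all actives have a fitted effect of over 60% in size; hits raise eYFP signal because A3G escapes Vif-driven loss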
Target sequence (Q9HC16 whole entry, looked up): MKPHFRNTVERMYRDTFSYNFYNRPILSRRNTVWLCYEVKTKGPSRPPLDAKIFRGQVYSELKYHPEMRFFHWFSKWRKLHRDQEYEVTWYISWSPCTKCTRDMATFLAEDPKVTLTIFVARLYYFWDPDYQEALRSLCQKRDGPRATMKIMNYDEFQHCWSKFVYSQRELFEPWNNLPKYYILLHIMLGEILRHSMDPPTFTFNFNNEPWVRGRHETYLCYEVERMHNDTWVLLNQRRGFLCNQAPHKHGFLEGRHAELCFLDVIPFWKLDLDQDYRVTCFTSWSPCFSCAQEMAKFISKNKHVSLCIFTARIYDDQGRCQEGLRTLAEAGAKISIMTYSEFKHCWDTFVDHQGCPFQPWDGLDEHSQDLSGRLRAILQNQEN
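HeLa cells stably expressing Vif and C-terminally eYFP-tagged A3G, seeded overnight at 37 deg C, then exposed to compound by pintool overnight at 37 deg C. Rise in yellow fluorescence (Ex 488/Em 500-530, Acumen) marks blocked Vif-driven A3G degradation.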
Glioma ERSR ind: induces the endoplasmic reticulum stress response in human glioma cells | 0.02% of 420,000 active | U87-MG GRP78 promoter luciferase reporter, 16 h | Potency, µM, for the others: at the top dose activation, hits mostly activators; also: potency is read from the fitted curve at half-maximal effect; series mostly up to about 76 µM; % of control where 0% means no effect; nearly all actives have a fitted effect of over 35% in size
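ERSR induction read as luciferase luminescence (Bright-Glo, 10 min at room temperature) in stably transfected human U87-MG glioma cells exposed to compounds for 16 h, using GRP78 as sensor.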
LDHA inh: blocks human lactate dehydrogenase A. P00338. purified LDHA, NADH/diaphorase-resazurin fluorescence; active compounds read low. activity change, % (values are at about 110 or 230 µM). 0.15% of 480,000 active. AID 1347041; in the data active = activity change below about -30%; inconclusive = mostly about -25% to -30%;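 also: plate controls were DMSO wells for no effect and wells without enzyme for full effect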
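Remaining NADH was detected by diaphorase (0.133 mg/mL) converting 37 µM resazurin to fluorescent resorufin, read at 0 and 20 minutes. The preceding 5-minute room-temperature reaction used 2 nM LDHA, 0.2 mM sodium pyruvate and 0.06 mM NADH at pH 7.4.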
D2 antagonist: antagonists of human D2 dopamine receptor; P14416; HEK293 TREx D2 cells, calcium flux, dopamine EC80; inhibition, % at 10 µM; 2% of 340,000 active; AID 485344; in the data active = inhibition above about 30%; also: 0% is about no effect
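Compounds are added to dye-loaded, induced HEK293 T-REx cells coupled to calcium release via D2; after a 3 min kinetic read an EC80 dopamine stimulus is given and fluorescence is recorded for 3 more min.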
ALOX12 inh: ALOX12 (human) lipoxygenase inhibition; AID 1671190; 1.1% of 580,000 active; P18054; Potency, µM (highest dose often 108 µM), without a hit: at the highest dose activity change, negative = inhibition, usual class: inhibitors; purified 12hLO, xylenol orange hydroperoxide absorbance; also: potency is read from the fitted curve at half-maximal effect; % is scaled to controls: 0 for no effect and ±100 for the full control effect
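Hydroperoxide product was detected by ferrous iron/xylenol orange as the 573 to 405 nm absorbance ratio. Arachidonic acid at 40 uM (final) was turned over for 30 min at room temperature by 150 nM human 12hLO, pH 7.0 Hepes buffer, after 15 min compound preincubation.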
The depositor's hits bear a star; u = inconclusive; x = no result given; [ ] = dose if it differs, or a comment. Unless noted, calls follow the shape of the dose curve; as a rule, active = well fitted curve in the direction sought with a large enough effect; inconclusive = small, poorly fitted or top-dose-only effect, or another doubt; inactive = no such curve, though single readings can be large; an effect the other way counts as inactive or inconclusive.

no. | smiles | D2 agonist | Vif-APOBEC3G blk | Glioma ERSR ind | LDHA inh | D2 antagonist | ALOX12 inh
1 | COC(C(=O)C(O)C(C)O)C1Cc2cc3cc(OC4CC(OC5CC(O)C(O)C(C)O5)C(O)C(C)O4)c(C)c(O)c3c(O)c2C(=O)C1OC1CC(OC2CC(OC3CC(C)(O)C(O)C(C)O3)C(O)C(C)O2)C(O)C(C)O1 (stereo unspecified) | x | -4% | -7% | 10 | x | x
2 | Cc1cc(Br)cn2c(Cc3ccsc3)c(C3CCCCC3)nc12 | x | -1% | -3% | 7 | x | x
3 | COc1cc(OC)c(OC)cc1/C=C/c1ccc2ccccc2[n+]1C | x | 4% | -3% | -10 | x | x
4 | CC(C)(C)c1ccc(C(=O)C[n+]2ccccc2Cl)cc1 | x | 3% | 1% | -52* | x | x
5 | CC(=O)ON(C(C)=O)c1ccc(/C=C2\C=Cc3ccccc32)cc1 | x | -3% | 0% | 5 | x | x
6 | CN(C)c1ccc(/C=C/c2ccnc3cc(Cl)ccc23)cc1 | x | u | -1% | 6 | x | x
7 | Cc1sc2ccccc2[n+]1CCCCBr | x | 5% | -5% | 4 | x | x
8 | O=C(COC(=O)c1ccccc1OCCOc1ccccc1)Nc1ccccc1Br | x | -1% | 0% | -7 | x | x
9 | CN(C)c1ccc(/C=C/c2cccc3cc4ccccc4nc23)cc1 | x | u | -9% | -4 | x | x
10 | O=C(O)CCc1cccc2ccccc12 | x | 2% | -3% | 4 | x | x
11 | Cc1[nH]c2ccccc2c1/C=C/c1c[nH]c2ccccc12 | x | 0% | -1% | -3 | x | x
12 | Oc1cc2cc(-c3csc(-c4ccc(F)cc4)n3)cc3c2n1CCC3 | x | 1% | 1% | -2 | x | x
13 | Brc1ccc[n+](CCC2CCCCC2)c1 | x | 0% | -2% | -12 | x | x
14 | O=C(Nc1ccc(Cl)cc1Cl)c1cnn2c1NC(=C1CC1)C=C2C(F)F | x | 0% | -4% | 0 | x | x
15 | Cc1ccc(CSc2nnc(-c3ccc(NC(=O)CCc4ccccc4)cc3)n2C)cc1 | x | 2% | -2% | -5 | x | x
16 | CNc1c(Cl)cc(/C=C2\C=Cc3ccccc32)cc1Cl | x | -5% | 5% | 2 | x | x
17 | COc1cc(/C=C2/C=Cc3ccccc32)ccc1N(C)C | x | -14% | 2% | 7 | x | x
18 | CCCCCCCCCN(CCCCCCCCC)c1ccc(/C=C/c2ccnc3ccccc23)cc1 | x | 1% | 12% | 2 | x | x
19 | CN(C)c1ccc(/C=C/c2sc3ccccc3[n+]2Cc2ccccc2)cc1 | x | -7% | -9% | 3 | x | x
20 | CCCOc1ccc(F)cc1-c1cc(C(=O)NCc2cc(C(F)(F)F)cc(C(F)(F)F)c2)[nH]n1 | x | 1% | -5% | -5 | x | x
21 | O=C(COc1ccccc1C(=O)Nc1ccccc1)Nc1ccc(-c2ccccc2)cc1 | x | -8% | 0% | 1 | x | x
22 | C(=C\c1nc2ccccc2nc1/C=C/c1ccc2c(c1)OCO2)/c1ccc2c(c1)OCO2 | x | -1% | 3% | 15 | x | x
23 | COc1cc(N(C)C)c(OC)cc1/C=C1\C=Cc2ccccc21 | x | -18% | 2% | 8 | x | x
24 | Cc1ccccc1NC(=O)c1nc(SCc2ccccc2F)ncc1Cl | x | 3% | -4% | -6 | x | x
25 | CC1=CC(Cc2ccccc2)N(C)C(C(N)=O)C1 (stereo unspecified) | x | 2% | 1% | -4 | x | x
26 | CC1=CNC(=O)CC(C)(C)C1 | x | 1% | -2% | -1 | x | x
27 | Cc1cccc2c(=O)[nH]c3c(-c4nc(-c5ccc(Cl)cc5)cs4)c(O)cn3c12 | x | -6% | -3% | -10 | x | x
28 | COc1cc(/C=C/c2cc[n+](C)c3ccccc23)cc(OC)c1OC | x | -5% | -2% | 11 | x | x
29 | CCCOc1ccc(F)cc1-c1cc(C(=O)Nc2ccc(OC)nc2)[nH]n1 | x | -1% | -2% | 0 | x | x
30 | C=C1C=C(C(F)F)n2ncc(C(=O)Nc3cccc(CC)c3)c2N1 | x | 3% | 0% | -3 | x | x
31 | CC1=Nc2ccccc2/C1=C(/C)c1c(C)[nH]c2ccccc12 | x | -1% | -1% | 0 | x | x
32 | CCN(CC)/[N+]([O-])=N/OCOC(=O)C(C)c1ccc(CC(C)C)cc1 (stereo unspecified) | x | -2% | -1% | 0 | x | x
33 | COc1ccc2c(c1)C=C/C2=C/c1ccc(N(C)C)cc1 | x | -1% | -1% | 2 | x | x
34 | C=C1C=C(C)n2ncc(C(=O)Nc3ccc(F)cc3F)c2N1 | x | 3% | -3% | 0 | x | x
35 | Oc1c(C(Nc2cccnc2)c2ccc(C(F)(F)F)cc2)ccc2cccnc12 (stereo unspecified) | x | -15% | -4% | 1 | x | x
36 | O=C(C[n+]1ccncc1)c1cccc2ccccc12 | x | -4% | -3% | 2 | x | x
37 | CN(C)CCCCCCNc1nccc(N2CCN(C)CC2)n1 | x | 3% | -4% | 2 | x | x
38 | CCCCn1c(OC(=S)N(CC)CC)cc(C)nc1=S | x | 0% | 1% | -7 | x | x
39 | COc1cc2nc(N3CCCN(C)CC3)nc(NC3CCN(C)C3)c2cc1OC (stereo unspecified) | x | 1% | -3% | 0 | x | x
40 | C=CC[n+]1ccnc2ccccc21 | x | -2% | 1% | 11 | x | x
41 | CN(C)c1ccc(/C=C/c2ccc3ccccc3[n+]2[O-])cc1 | x | u | -11% | 3 | x | x
42 | Nc1cccc(/C=C2\C=Cc3ccccc32)c1 | x | 0% | 0% | 0 | x | x
43 | O=CC(=O)c1ccc(F)cc1 | x | 3% | 0% | -6 | x | x
44 | CCCN(C)CCCOc1cc2nc(N3CCCN(C)CC3)nc(NC3CCN(C)CC3)c2cc1OC | x | 1% | -6% | 9 | x | x
45 | O=C(C[n+]1csc2ccccc21)c1ccc(O)c(O)c1 | x | -1% | 0% | 4 | x | x
46 | O=C(C[n+]1cccc(Br)c1)c1cccc([N+](=O)[O-])c1 | x | 2% | -1% | 2 | x | x
47 | CCOc1cc(C=NNC(=O)N(c2ccccc2)c2ccccc2)ccc1O | x | u | -3% | 6 | x | x
48 | O/N=C(/C[n+]1csc2ccccc21)c1ccccc1 | x | 3% | 1% | -1 | x | x
49 | CC(C)C(=O)N1CCCC1(C)C(=O)Nc1ccc2c(c1)OCO2 (stereo unspecified) | x | 0% | -1% | -3 | x | x
50 | CN(C)CCNc1nccc(N2CCN(C)CC2)n1 | x | 2% | -5% | -17 | x | x

2 records picked at random from the list so far:
no. | smiles | D2 agonist | Vif-APOBEC3G blk | Glioma ERSR ind | LDHA inh | D2 antagonist | ALOX12 inh
31 | CC1=Nc2ccccc2/C1=C(/C)c1c(C)[nH]c2ccccc12 | x | -1% | -1% | 0 | x | x
38 | CCCCn1c(OC(=S)N(CC)CC)cc(C)nc1=S | x | 0% | 1% | -7 | x | x

LDHA inh, hit marks shown above
No. | Molecule | Glioma ERSR ind | LDHA inh | D2 antagonist | ALOX12 inh
4 | CC(C)(C)c1ccc(C(=O)C[n+]2ccccc2Cl)cc1 | 1% | -52* | x | x

Carrying on.
no. | smiles | D2 agonist | Vif-APOBEC3G blk | Glioma ERSR ind | LDHA inh | D2 antagonist | ALOX12 inh
51 | O=C(Nc1ccc(F)c(F)c1)c1cnn2c1NC(=C1CC1)C=C2C(F)(F)F | x | 3% | 4% | -5 | x | x
52 | COc1cc(OC)c(/C=C/c2cc3c4ccccc4ccc3[n+](C)c2)c(OC)c1 | x | 1% | 4% | -9 | x | x
53 | COc1cccc2c1C(=O)O/C2=C/c1ccc2c(c1)OCO2 | -0.5 | x | x | x | 21 | u
54 | Clc1ccc(Cn2ncc3c(NCc4ccccc4)ncnc32)c(Cl)c1 | -1.2 | x | x | x | -4 | 2%
55 | CCC(C(=O)O)n1nnc(-c2ccc(OCc3ccccc3)c(OC)c2)n1 (stereo unspecified) | 0.4 | x | x | x | -11 | -9%
56 | Cc1ccc(/C=C2\SC(=S)N(CC(=O)Nc3ncc(Cc4ccccc4Cl)s3)C2=O)cc1 | -0.7 | x | x | x | 7 | -12%
57 | Cc1ccc(-n2[nH]c(C)c(/C=N/NC(=O)c3ccc([N+](=O)[O-])cc3)c2=O)c(C)c1 | 3.1 | x | x | x | 15 | -24%
58 | COc1ccccc1Oc1c(C)oc2c(CN3CCN(C)CC3)c(O)ccc2c1=O | 0.5 | x | x | x | 3 | 31%
59 | NC(=O)CCC(NS(=O)(=O)c1ccc(Cl)cc1)C(=O)NCc1ccccc1 (stereo unspecified) | 0.3 | x | x | x | -7 | -6%
60 | CN(C)/C=C(\C=N\OCc1ccc(Cl)cc1Cl)C(=O)Nc1ccc(Cl)c(Cl)c1 | 0.1 | x | x | x | 29 | u
61 | CCOC(=O)N1CCC(NC(=O)CN2C(=O)CSc3nc(C)cc(C)c32)CC1 | 0.0 | x | x | x | -15 | 1%
62 | CN(C)c1ccc(C(CNC(=O)c2ccc(-c3ccccc3)cc2)N2CCOCC2)cc1 (stereo unspecified) | -0.9 | x | x | x | 9 | -14%
63 | O=C(c1ccco1)[C@@H]1[C@@H]2C(=O)N(c3ccc(F)cc3)C(=O)[C@@H]2C2c3ccccc3C=CN21 (stereo partly specified) | 1.6 | x | x | x | -11 | -6%
64 | CCOC(=O)N1CCN(c2nc(N(c3ccccc3)c3ccccc3)nc(-n3ccnc3)n2)CC1 | -0.3 | x | x | x | 5 | -3%
65 | COc1ccc(Cn2c(SCc3ccccc3C)nc3cc(OC)c(OC)cc3c2=N)cc1 | 0.2 | x | x | x | 1 | u
66 | CCn1nc(C)cc1C(=O)N1CCCC(N2CCN(c3cccc(Cl)c3)CC2)C1 (stereo unspecified) | 4.5 | x | x | x | 1 | 260%[activator]

One compound at a time, from the list above.
`CC1=CNC(=O)CC(C)(C)C1` reads D2 agonist = x; Vif-APOBEC3G blk = 1%; Glioma ERSR ind = -2%; LDHA inh = -1; D2 antagonist = x; ALOX12 inh = x
`Oc1cc2cc(-c3csc(-c4ccc(F)cc4)n3)cc3c2n1CCC3` reads D2 agonist = x; Vif-APOBEC3G blk = 1%; Glioma ERSR ind = 1%; LDHA inh = -2; D2 antagonist = x; ALOX12 inh = x

Bioassay records as filed in PubChem.

The list is partial, so the mix of outcomes need not match the whole.
